Screening data from PubChem BioAssay.
uPA surface inh: cell surface uPA generation inhibition; cell surface uPA generation assay, qHTS; Potency, µM (highest dose often 38.3 µM), without a hit: at the top dose activity change, negative = inhibition, actives largely listed as inhibitors; hit rate 0.31% among 330,000; AID 540303; active = well fitted inhibition curve with a large enough effect; inconclusive = small, poorly fitted or top-dose-only effect; inactive = no such curve, though single readings can be large or run the other way; tested in mouse RAW 264.7 cells; note: potency is the fitted concentration of half-maximal effect; % is set by controls: 0 for no effect and ±100 for the full control effect; nearly all actives have a fitted effect of over 55% in size
ELG1 genotox: genotoxicity induction in ELG1-luciferase HEK293T cells; HEK293T ELG1-luciferase reporter, luminescence, 16 h; Potency, µM (top dose mostly 46 µM), inactives show at the top dose activity change, positive = activation, actives largely listed as activators; hit rate 1.3% among 330,000; note: potency is the fitted concentration of half-maximal effect; % of control where 0% means no effect; nearly all actives have a fitted effect of over 60% in size
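Luminescence read-out: rising ELG1-luciferase signal, reflecting elevated ELG1 protein under genetic stress, flags genotoxic compounds. Cells were treated for 16 hr at 37 °C before ONE-Glo detection.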
FLuc modulator: firefly luciferase modulation, counter-screen for miR-21 project; Potency, µM (highest dose often 57.5 µM), for the others: top-dose activity change, negative = inhibition, usual class: inhibitors; purified FLuc, Km substrates, luminescence inhibition; hit rate 6.9% among 360,000;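 note: potency is the fitted concentration of half-maximal effect; plate controls were vehicle for no effect and reference inhibitor for full effect; nearly all actives have a fitted effect of over 55% in size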
Target sequence (P08659 whole entry, looked up): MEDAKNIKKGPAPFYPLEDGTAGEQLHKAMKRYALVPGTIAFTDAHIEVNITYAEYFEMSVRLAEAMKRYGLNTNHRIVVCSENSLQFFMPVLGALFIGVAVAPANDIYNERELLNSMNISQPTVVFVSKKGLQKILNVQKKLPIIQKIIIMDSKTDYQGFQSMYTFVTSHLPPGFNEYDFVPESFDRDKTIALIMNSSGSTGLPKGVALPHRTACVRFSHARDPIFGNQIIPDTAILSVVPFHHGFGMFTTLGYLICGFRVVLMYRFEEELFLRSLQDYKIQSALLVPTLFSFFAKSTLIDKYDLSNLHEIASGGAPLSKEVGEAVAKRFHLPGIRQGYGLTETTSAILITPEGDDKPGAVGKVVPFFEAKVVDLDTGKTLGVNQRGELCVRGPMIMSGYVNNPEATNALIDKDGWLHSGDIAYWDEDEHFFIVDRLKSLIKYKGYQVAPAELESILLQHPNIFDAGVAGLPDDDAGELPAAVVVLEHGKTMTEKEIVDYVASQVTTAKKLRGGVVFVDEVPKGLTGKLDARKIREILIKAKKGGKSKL
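Purified P. pyralis luciferase, 10 nM final, with Km-level 10 uM D-luciferin and 10 uM ATP in 50 mM Tris acetate pH 7.5, 10 mM Mg acetate, 0.01% Tween-20, 0.05% BSA; 6-point qHTS titration about 60 µM downward; luminescence read.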
Giardia kill: kills Giardia lamblia. Giardia lamblia trophozoite viability. activity change, % at 7.66 µM, hits read low. hit rate 0.15% among 340,000; in the data active = activity change below about -80%; inconclusive = between about -30% and that limit;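 note: parasites exposed to compound for two days anaerobically before the ATP read; % is set by controls: 0 for no effect and ±100 for the full control effect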
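Giardia trophozoites, 100 cells per well, were exposed to compounds for 48 hrs at 37 deg C under anaerobic conditions; viability was then read as ATP content by bioluminescence after 15-30 min at room temperature.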
RORgamma inh: inhibitors of mouse ROR gamma transcriptional activity. P51450. Drosophila S2 Gal4-RORgamma UAS-luciferase reporter, 20 h. Potency, µM (highest dose often 53.6 µM), without a hit: top-dose activity change, negative = inhibition, actives largely listed as inhibitors. hit rate 5.4% among 310,000; note: potency is the fitted concentration of half-maximal effect; % is set by controls: 0 for no effect and ±100 for the full control effect; nearly all actives have a fitted effect of over 60% in size
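Stable Schneider cell line, Gal4 DNA-binding domain fused to ROR gamma, UAS-luciferase. Cmpd 1 hr RT → CuSO4 700 uM final → 20 hr RT → luciferase reagent 10 min → luminescence.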
Gal4-VP16 FLuc: Gal4-VP16 reporter inhibition counter-screen. Drosophila S2 Gal4-VP16 UAS-luciferase, luminescence, 20 h. AID 2546. hit rate 3.5% among 310,000. Potency, µM (highest dose often 53.6 µM), for inactives: top-dose activity, negative = inhibition, hits mostly inhibitors;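 note: Gal4-VP16 expression switched on by copper sulfate through the metallothionein promoter; potency is the fitted concentration of half-maximal effect; % is set by controls: 0 for no effect and ±100 for the full control effect; nearly all actives have a fitted effect of over 50% in size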
KCNH2 3.1 inh: KCNH2 3.1 (human) potassium channel inhibition; AID 720553; activity change, % (tested at about 1.8 µM); hit rate 0.95% among 340,000; U2OS KCNH2 3.1, thallium flux FluxOr; hits give low values;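 active = maximum activity change below -70%; inconclusive = maximum activity change from -70% to -50%; inactive = maximum activity change above -50%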;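 note: thallium influx rate constant from kinetic fluorescence after stimulation buffer; % is set by controls: 0 for no effect and ±100 for the full control effect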
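Normalized rate constant (relative to positive and negative DMSO controls) derived from a 2 min kinetic fluorescence read after stimulation; U2OS cells expressing the 3.1 isoform via virus at 1.77 x 10^8 /mL.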
Coupling enz: coupling enzyme interference in Giardia aldolase counter-screen | hit rate 0.67% among 290,000 | coupling enzyme system counterscreen, AmpLite Red fluorescence | activity change, negative = inhibition, % at 58.2 µM, hits read low; in the data active = activity change below about -30%; note: % is set by controls: 0 for no effect and ±100 for the full control effect
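Activity here indicates interference with the coupling reaction, not aldolase inhibition. Compounds at 57.5 uM final met coupling enzymes for 10 min at RT; substrate and AmpLite Red detection followed, with a 525/598 nm fluorescence read after 20 min.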
Tb PFK inh: T. brucei PFK enzyme inhibition; O15648; Potency, µM (highest dose often 57.5 µM), for the others: at the highest dose activity, negative = inhibition, hits mostly inhibitors; hit rate 0.17% among 330,000; AID 485367; T. brucei PFK, ADP-Glo luminescence;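 note: potency is the fitted concentration of half-maximal effect; 0% = uninhibited 1x PFK enzyme wells and -100% = no-enzyme wells; nearly all actives have a fitted effect of over 60% in size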
Target sequence (O15648 whole entry, looked up): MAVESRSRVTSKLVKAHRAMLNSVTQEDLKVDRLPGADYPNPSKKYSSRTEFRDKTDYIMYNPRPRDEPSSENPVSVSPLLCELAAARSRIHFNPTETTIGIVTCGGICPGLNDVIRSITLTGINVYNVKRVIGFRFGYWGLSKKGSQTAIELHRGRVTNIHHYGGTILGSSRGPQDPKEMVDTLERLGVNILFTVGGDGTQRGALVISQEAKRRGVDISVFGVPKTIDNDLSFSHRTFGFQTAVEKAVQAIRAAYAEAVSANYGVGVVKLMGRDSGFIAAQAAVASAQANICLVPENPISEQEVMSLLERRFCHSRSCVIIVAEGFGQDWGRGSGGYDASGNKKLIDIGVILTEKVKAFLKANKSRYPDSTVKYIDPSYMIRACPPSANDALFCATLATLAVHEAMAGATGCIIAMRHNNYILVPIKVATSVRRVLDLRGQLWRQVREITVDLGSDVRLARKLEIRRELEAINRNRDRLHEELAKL
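PFK 1.25 nM, F6P 0.5 mM, ATP 0.1 mM, 0.1 M TEA pH 8.0, 5 mM MgCl2, 0.01% Tween20, 0.1% BSA; 45 min RT. ADP-Glo readout. qHTS titration up to 57 uM; curves fitted, compounds curve-classed.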
Rab9 promoter act: Rab9 promoter activation. Huh7 Rab9 promoter-luciferase reporter, luminescence, 24 h. Potency, µM (top dose mostly 9.22 µM), for inactives: top-dose activation, negative = inhibition, most hits filed as activators. hit rate 2.8% among 320,000. AID 485297; note: potency is the fitted concentration of half-maximal effect; % of control where 0% means no effect; nearly all actives have a fitted effect of over 60% in size
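Promoter activation is measured as luciferase luminescence in Huh7 cells stably transfected with a Rab9 promoter–luciferase construct, following 24 h compound exposure at 37 °C and 10 min reagent incubation at ambient temperature.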
NPC1 promoter act: NPC1 promoter activation | hit rate 2.4% among 320,000 | Huh7 NPC1 promoter luciferase reporter, 24 h | AID 485313 | Potency, µM (highest dose often 9.22 µM), inactives show at the top dose activation, hits mostly activators;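 note: potency is the fitted concentration of half-maximal effect; % of control where 0% means no effect; nearly all actives have a fitted effect of over 60% in size; reporter is driven by a mutant NPC1 promoter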
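Luminescence read-out of NPC1 promoter-driven luciferase in stably transfected Huh7 cells; compounds delivered in DMSO and left 24 h at 37C, 5% CO2, qHTS titration format.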
Starred values were filed as active, the others as inactive; ? = inconclusive; / = not tested or not shown; [ ] = dose if it differs, or a comment. Unless noted, calls come from the whole dose curve; as a rule, active = well fitted curve in the direction sought with a large enough effect; inconclusive = small, poorly fitted or top-dose-only effect, or another doubt; inactive = no such curve, though single readings can be large; an effect the other way counts as inactive or inconclusive.

SMILES	uPA surface inh	ELG1 genotox	FLuc modulator	Giardia kill	RORgamma inh	Gal4-VP16 FLuc	KCNH2 3.1 inh	Coupling enz	Tb PFK inh	Rab9 promoter act	NPC1 promoter act
Cc1nnc(SCC(=O)Nc2ccc(N3CCOCC3)cc2)n1Cc1ccccc1	-18.7%	1.9%	/	8.0	/	/	13.1	/	-3.4%	-0.5%	0.5%
COc1cc(CNC2CCCC2)cc(Cl)c1OCc1ccc(F)cc1	3.1%	-2.8%	-1.5%	-2.5	?	2.2%	-3.1	-1.7	-3.5%	0.2%	-3.1%
OCCCNCc1ccc(Cl)cc1Cl	-2.6%	-4.3%	0.5%	11.1	2.1%	-0.8%[10 µM]	6.2	3.7	0.1%	-6.7%	-7.6%
C[C@H]1CN([C@@H](C)CO)C(=O)c2cccc(NC(=O)c3ccc(-c4nccs4)cc3)c2O[C@@H]1CN(C)C(=O)Nc1cccc2ccccc12	-15.0%	-0.1%	/	23.7	/	/	4.4	/	10.2%	/	/
Cc1sc2nc(C(C)C)nc(SCC(=O)NC3CC3)c2c1C	2.0%	-0.5%	-1.0%	22.2	0.4%	?	-14.8	0.6	1.4%	-3.1%	-1.2%
CN(C)c1ccc(C(=O)NCC(c2cccs2)N2CCOCC2)cc1[N+](=O)[O-] (stereo not given)	0.6%	12.3%	1.3%	17.1	/	/	-0.2	/	0.4%	8.0%	0.8%
NC(=O)C1CCN(CC(=O)N2N=CCC2c2ccccc2)CC1 (stereo not given)	11.3%	2.4%	-3.0%	17.3	-5.3%	-10.9%	-0.6	-2.6	4.3%	-8.6%	-4.3%
C=CCNC(=O)C1CCN(S(C)(=O)=O)CC1	2.9%	2.6%	3.1%	-24.2	11.0%	-2.3%	8.5	2.4	-3.2%	-0.3%	1.5%
O=C(Nc1ccc(Cl)cc1)OCc1cc(-c2ccccc2Cl)on1	0.2%	0.2%	0.0%	13.5	-11.7%	-3.0%	-5.9	-0.5	0.4%	-13.4%	-3.4%
CC1CCCCN1C(=O)COc1ccccc1F (stereo not given)	-2.4%	1.5%	2.9%	-5.4	3.7%	-2.2%	-1.6	2.6	1.8%	-4.1%	-0.2%
O=C(CSc1nnc(-c2ccncc2)o1)Nc1ccccc1C(F)(F)F	2.8%	?	0.4%	-15.6	15.3%	1.5%	-12.2	/	3.3%	0.0%	-2.0%
COc1ccc(/C=N/NC(=O)CCc2ccccc2)cc1O	-6.8%	3.0%	-14.1%	2.1	-9.7%	-3.2%	5.5	/	-0.2%	6.2%	-0.7%
Cc1ccc(C)c(N2N=C(C(=O)Nc3ccc(S(=O)(=O)N4CCCC4)cc3)CCC2=O)c1	-7.9%	13.3%	?	4.5	30.1%	11.3%	6.5	0.9	5.1%	-0.8%	5.8%
Cc1cc(-c2csc3ncnc(N4CCN(C)CC4)c23)cc(C)c1C	-0.8%	-13.1%	1.3%	-0.8	-19.7%	-0.7%	-3.7	1.8	-0.7%	-4.2%	1.5%
COc1ccc(OC)c(N(C)S(=O)(=O)c2ccc3c(c2)N(C(C)=O)CCO3)c1	5.6%	-0.4%	1.4%	9.5	-1.5%	-0.5%	-6.9	3.4	0.6%	-4.3%	-0.5%
Cc1ccccc1-c1nc(CSc2nc3c(c(=O)[nH]2)CCC3)c(C)o1	12.0%	-5.1%	5.5%	-22.9	20.2%	-1.5%	6.8	1.8	0.9%	-0.4%	0.0%
Cc1cccc(NC(=S)N/N=C/C(C)c2ccccc2)c1C (stereo not given)	-0.7%	0.0%	-14.0%	0.7	1.26µM*	7.94µM*	7.6	-1.5	0.2%	-3.6%	-2.0%
CCCCn1c(N)c(N(C(=O)CSc2nnnn2-c2ccccc2)C2CCCC2)c(=O)[nH]c1=O	13.8%	1.3%	10.6%	3.1	/	/	-3.3	/	0.0%	-6.0%	-2.2%
NS(=O)(=O)c1ccc(CCNC(=O)c2ccc3nccnc3c2)cc1	5.2%	-1.3%	/	4.5	/	/	-7.3	/	?	/	/
O=C(COC(=O)c1ccc(F)c(S(=O)(=O)N2CCOCC2)c1)NCCc1ccc(F)cc1	4.1%	0.1%	/	3.2	/	/	3.9	/	5.3%	/	/
O=C(O)CSc1nnc(C2CC2)n1-c1ccccc1	2.8%	-0.1%	4.5%	3.2	-22.7%	-5.7%	-14.7	-0.1	-11.6%	-1.3%	-0.3%
CC(C)(C)SCCNC(=O)COc1ccccc1	-12.9%	6.7%	-7.4%	-19.7	12.2%	-15.0%	11.0	0.9	-17.1%	-3.8%	-3.5%
CC12CCC(=O)N1C(C(=O)Nc1ccc(Cl)c(S(=O)(=O)N3CCCCC3)c1)CS2 (stereo not given)	-25.6%	-7.2%	-0.3%	-10.6	/	/	8.7	/	21.7%	-2.1%	-1.5%
CCCCCCSc1ccc([C@@H]2[C@@H]3C(=O)N(CC)C(=O)[C@@H]3[C@]3(C(=O)OC)CCCCN23)cc1OC	-12.6%	0.9%	-14.0%	1.5	/	/	-32.2	/	0.0%	-8.0%	-1.4%
COc1ccc(OC)c(C(C)NC(=O)c2ccc(Br)cc2)c1 (stereo not given)	3.4%	2.3%	-0.5%	0.4	3.8%	2.0%	-6.2	1.7	-0.1%	0.5%	-3.1%
O=c1c2ccccc2[nH]c2ccccc12	-10.4%	0.2%	-4.9%	7.2	?	20µM*	9.1	-1.4	-3.6%	3.3%	-2.1%
COc1ccccc1OCCn1c(SCC(=O)O)nc2ccccc21	-5.2%	1.1%	1.8%	-19.4	0.4%	14.4%	5.9	-1.8	2.3%	5.6%	-1.6%
O=C1C(c2ccc(F)cc2)N(Cc2ccc3c(c2)OCO3)C(=O)CN1C1CCCCC1 (stereo not given)	/	-3.4%	2.7%	-10.9	2.0%	0.7%	-18.5	-0.3	1.4%	2.0%	0.9%
Cc1ccc(S(=O)(=O)c2nnn3c2nc(Nc2cccc(C)c2)c2ccccc23)cc1	3.4%	-0.2%	1.0%	-11.4	-34.0%	-0.9%	10.1	-0.7	0.7%	0.7%	-3.8%
Nc1ncnc2oc(-c3ccco3)c(-c3ccco3)c12	-26.5%	-26.4%	0.7%	-1.1	10.3%[0.365 µM]	/	-3.3	-30.8*	?	-1.8%	-0.7%
CCOC(=O)C1CCCN(C(=O)CN2C(=O)NC(C)(c3ccc4ccccc4c3)C2=O)C1 (stereo not given)	-5.7%	0.5%	8.1%	23.9	/	/	21.1	/	-4.3%	-5.7%	-2.0%
O=C(CN1N=C(c2ccccc2)CCC1=O)NCCN1CCc2ccccc2C1	4.0%	-0.4%	-0.2%	-22.5	-6.9%	4.4%	-10.3	-0.2	-0.4%	1.3%	-3.2%
Brc1cc2c(cc1CN1CCc3ccccc3C1)OCO2	-15.1%	-0.8%	4.5%	-16.2	-6.5%	-1.9%	-2.6	-1.1	5.5%	-3.7%[1.84 µM]	-9.6%
Cc1cc(C)c2nc(NC3=NCN(CCN4CCOCC4)CN3)nc(C)c2c1	/	1.1%	-0.3%	/	-9.4%	-2.3%	/	-1.3	-2.4%	-1.9%	-0.1%
C/C(CC(=O)Nc1ccc(C)c(Cl)c1)=N\NC(=O)C1CCCCC1	0.5%	4.4%	-1.2%	?	-22.6%	-23.2%	-14.6	4.8	-0.8%	-0.2%	-6.2%
CCC(C(=O)N1CCN(c2cccc(Cl)c2)CC1)c1ccccc1 (stereo not given)	4.5%	4.6%	5.0%	2.9	-17.0%	0.4%	-10.4	1.5	-1.6%	-8.4%	0.2%
CC(C)Oc1ccc(CNC(=O)C2CCCN(S(=O)(=O)N3CCOCC3)C2)cc1 (stereo not given)	-7.2%	-1.7%[9.26 µM]	-8.2%	-4.8	6.1%	0.0%	0.5	0.9	-1.0%	-0.2%	-0.4%
O=C(COc1ccccc1C(=O)Nc1ccccc1)c1ccc(F)cc1	2.3%	2.2%	3.0%	-3.7	-13.9%	-12.0%	-22.0	2.0	0.0%	-1.6%	-4.9%
COC(=O)c1cc(OC)c(OC)cc1NC(=O)CSc1nnc(-c2cccnc2)n1C	-6.4%	-1.9%	6.4%	-5.2	-7.6%	-10.8%	0.6	1.1	5.4%	-2.3%	-3.2%
COCCCNC(=O)CSC1=Nc2ccccc2C2=NC(c3ccccc3)C(=O)N12 (stereo not given)	-1.7%	-0.2%	3.7%	-13.3	7.2%	-6.7%	-1.0	0.5	-2.9%	0.6%	1.3%
CCOC(=O)NCCc1ccc(OC)cc1	10.0%	4.5%	2.8%	-13.6	11.4%	13.3%	3.1	0.0	9.1%	1.7%	-2.1%
CCN1CCN(C(=O)c2ccccc2N(Cc2ccccc2)S(=O)(=O)c2ccc(C)cc2)CC1	-4.2%	-12.0%	2.7%	17.4	-13.8%	7.0%	-4.3	3.2	-4.4%	1.9%	1.0%
